# NPY-Y1 antag: antagonists of human neuropeptide Y receptor Y1; P25929; HEK293-CNG Y1 cells, membrane potential fluorescence; NPY at EC95, then isoproterenol; inhibition, % at 3.6 µM; 1% of 200,000 active;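 active = inhibition above the campaign mean inhibition of all tested compounds plus 3 SD, cut at about 20% in these data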;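 also: 0% = DMSO wells given NPY plus isoproterenol and 100% = isoproterenol alone without NPY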
#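 Material: HEK293 Y1/CNG channel cell line; also added: NPY (25 nM), isoproterenol (1 µM), Ro 20-1724 (25 µM); doses: one concentration, 3.6 µM, in 0.4% DMSO; schedule: compound incubation 1 h at room temperature, readout 45 min post-stimulation; technique: membrane potential fluorescence; measure: fluorescence ratio normalized to % inhibition between controls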
# NCF1 inh: inhibitors of human p47phox binding | AID 1274 | inhibition, % at 24.7 µM | p47phox/p22phox peptide binding, fluorescence polarization, 2 h | P14598 | 0.53% of 220,000 active;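 active = inhibition above about 30%, limit read from the data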;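 also: 0% = p47phox with labelled peptide and 100% = labelled peptide alone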
# BaF3 parental: reduces parental Ba/F3 cell viability, JAK2V617F counter-screen. inhibition, % at 5.6 µM. 1.1% of 220,000 active. CellTiter-Glo ATP luminescence;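 active = inhibition above a per-campaign cutoff, the mean inhibition of all tested compounds plus 3 SD, cut at about 27% in these data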;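 also: 0% = DMSO wells and 100% = JAK Inhibitor I control wells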
# S1P4 antagonist: human S1P4 receptor antagonism; O95977; S1P4-expressing cells, antagonist mode, reporter read-out; inhibition, % at 4.98 µM; 0.26% of 220,000 active; in the data active = inhibition above about 29%;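 also: 0% = wells stimulated with agonist and 100% = vehicle wells without agonist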
# Target sequence (O95977 whole entry, looked up): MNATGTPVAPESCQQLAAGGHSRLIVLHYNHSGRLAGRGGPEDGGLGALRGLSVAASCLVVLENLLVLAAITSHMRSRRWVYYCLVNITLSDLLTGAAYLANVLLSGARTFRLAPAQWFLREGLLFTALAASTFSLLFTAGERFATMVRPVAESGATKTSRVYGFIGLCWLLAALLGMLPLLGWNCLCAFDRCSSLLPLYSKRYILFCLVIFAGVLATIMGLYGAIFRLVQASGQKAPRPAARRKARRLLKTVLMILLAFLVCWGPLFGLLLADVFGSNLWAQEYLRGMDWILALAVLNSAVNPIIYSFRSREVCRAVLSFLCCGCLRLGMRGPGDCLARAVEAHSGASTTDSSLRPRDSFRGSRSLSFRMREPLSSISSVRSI
# NPY-Y2 PAM-ag: potentiators or agonists of human neuropeptide Y receptor Y2. P49146. cells expressing NPY-Y2, potentiator/agonist read-out. activation, % at 3.6 µM. 0.45% of 220,000 active. AID 1359; in the data active = activation above about 27%;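 also: cells stimulated with NPY near EC25 plus isoproterenol at EC100; 0% = vehicle plus submaximal agonist and 100% = vehicle plus saturating agonist; some results beyond the cut were filed as inactive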
# Target sequence (P49146 whole entry, looked up): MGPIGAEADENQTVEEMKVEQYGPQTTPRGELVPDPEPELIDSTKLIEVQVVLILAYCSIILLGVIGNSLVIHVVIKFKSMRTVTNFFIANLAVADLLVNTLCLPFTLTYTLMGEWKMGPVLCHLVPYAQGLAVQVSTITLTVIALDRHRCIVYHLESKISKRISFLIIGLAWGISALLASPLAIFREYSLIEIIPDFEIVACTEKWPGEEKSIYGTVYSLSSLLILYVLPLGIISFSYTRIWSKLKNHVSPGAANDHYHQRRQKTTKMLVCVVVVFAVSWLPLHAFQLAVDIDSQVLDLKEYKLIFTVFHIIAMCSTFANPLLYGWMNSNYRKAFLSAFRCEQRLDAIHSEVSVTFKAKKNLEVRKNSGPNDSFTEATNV
# CHOP inhibitor: CHOP inhibition in unfolded protein response. CHO-K1 CHOP-promoter luciferase, tunicamycin-induced, 15-18 h. 3.8% of 220,000 active. inhibition, % at 10 µM. AID 2732;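 active = compounds that reduced the stress-induced luciferase reporter signal by more than about 70% of percent inhibition, limit read from the data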;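 also: 0% = tunicamycin plus vehicle and 100% = wells without tunicamycin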
# S1P4 agonist: agonists of human S1P4 receptor. S1P4-expressing cell line, agonist reporter assay. activation, % at 4.98 µM. 0.35% of 220,000 active; in the data active = activation above about 11%;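 also: 0% = DMSO vehicle and 100% = reference agonist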
# NPY1 pot ag: potentiators or agonists of human neuropeptide Y receptor Y1; P25929; NPY-Y1 expressing cells, potentiator/agonist activation; activation, % at 3.6 µM; 0.37% of 220,000 active; in the data active = activation above about 33%, passing the limit was not always enough;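 also: cells stimulated with NPY at EC10 then isoproterenol at EC100; 0% = low agonist plus stimulus and 100% = saturating agonist plus stimulus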
# Ba/F3 V617F tox: lowers viability of Ba/F3 cells expressing EpoR and JAK2V617F; ATP luminescence; 1.1% of 220,000 active; inhibition, % at 5.6 µM;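 active = inhibition above the campaign mean plus 3 SD over all tested compounds, cut at about 24% in these data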;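 also: cytokine-independent growth of Ba/F3 cells driven by EpoR plus mutant JAK2; 0% = DMSO-treated cells and 100% = JAK inhibitor I control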
# Starred values were filed as active, the others as inactive; . = not tested or not shown.
# Every second line gives: NPY-Y1 antag	NCF1 inh	BaF3 parental	S1P4 antagonist	NPY-Y2 PAM-ag	CHOP inhibitor	S1P4 agonist	NPY1 pot ag	Ba/F3 V617F tox
1. Fc1ccc(-n2cc(-c3ccccc3)c3c(N4CCOCC4)ncnc32)cc1
→ 1.3	-6.6	6.1	4.6	-6.1	70.1*	0.0	5.7	0.6
2. COc1ccc(S(=O)(=O)N2CCOCC2)cc1NC(=O)CSc1n[nH]c(C(C)C)n1
→ 5.7	-9.7	7.7	-10.8	8.6	1.4	0.8	9.6	1.7
3. COc1ccc(Nc2nnc(SCc3cc([N+](=O)[O-])cc4c3OCOC4)s2)cc1
→ 3.1	-11.1	1.0	-0.7	6.5	37.2	-4.3	2.5	-1.0
4. O=C(NCc1ccccc1)C(c1ccco1)N(C(=O)c1cnccn1)c1ccc(F)cc1 (stereo not given)
→ 3.9	-17.4	0.6	-3.9	-2.9	14.6	0.6	-1.3	-2.5
5. CCOC(=O)N1CCN(CC(=O)c2c(C)[nH]c3ccccc23)CC1
→ -0.6	-7.2	4.1	-9.4	18.4	-13.7	-0.3	-2.6	-3.5
6. Cc1ccc(C)c(NC(=O)C(=O)NCCCN2CCOCC2)c1
→ 4.5	-12.3	5.7	-1.4	-8.6	-11.8	0.8	-6.5	3.9
7. OC[C@H]1O[C@@H](n2cnc3c(Nc4ccccc4)ncnc32)[C@H](O)[C@@H]1O
→ 14.3	2.6	7.5	-17.8	-20.2	-7.1	0.2	-72.4	2.8
8. Cn1c(NC(=O)c2ccc(C(C)(C)C)cc2)cc(=O)n(C)c1=O
→ 1.1	-4.2	5.3	-9.4	4.9	25.3	0.8	1.5	2.6
9. CCC(C(=O)OCC(=O)c1ccc2c(c1)NC(=O)CO2)c1ccccc1 (stereo not given)
→ -0.9	-8.6	11.8	-6.8	-15.6	21.9	-2.2	-4.7	6.5
10. CCCCNC(=O)NS(=O)(=O)c1ccc(C(=O)OC(C)C)o1
→ 4.6	-12.8	12.8	-10.2	-9.1	42.6	0.9	-6.4	4.1
11. COc1ccc(CN2CCN(c3ccccn3)CC2)c(OC)c1
→ -4.1	5.2	6.4	0.3	-23.1	-3.3	-0.2	-14.9	-0.4
12. COc1ccc(S(=O)(=O)Nc2ccccc2SC)cc1C
→ -1.6	-0.7	5.5	-13.5	2.3	41.3	0.2	-12.4	-0.5
13. COc1ccc2c(c1OC)C(=O)OC2Nc1ccccc1S(=O)(=O)C(F)F (stereo not given)
→ -4.0	-14.2	-0.1	-32.1	0.3	10.2	17.1*	-11.7	-1.8
14. O=C(NCCSc1c[nH]c2ccccc12)c1ccco1
→ 1.3	2.6	2.3	-11.6	2.7	20.6	-1.4	25.9	-2.2
15. O=C(C#Cc1ccccc1)c1cccc([N+](=O)[O-])c1
→ 6.5	-10.8	5.2	11.1	-3.4	107.0*	1.2	-1.0	4.8
16. Cc1ccc(C(NC(=O)NCCCN2CCOCC2)=C(Cl)Cl)cc1F
→ -1.9	-0.8	1.7	-5.2	-5.4	17.0	-0.5	-4.9	0.9
17. COc1ccc(S(=O)(=O)Nc2cc(C(=O)NCCC(C)C)ccc2N2CCOCC2)cc1
→ -7.5	-11.8	1.2	-2.9	9.8	3.6	0.8	15.9	-3.8
18. O=C(CSc1nnc(-c2ccncc2)n1Cc1ccccc1)NC1CCCCC1
→ .	-8.5	-0.1	-14.5	4.3	-10.1	1.1	1.2	-3.6
19. CC1Nc2nc(N(C)C)[nH]c(=O)c2NC1C (stereo not given)
→ -7.1	-10.3	5.0	-8.3	8.3	-6.2	-0.6	-22.8	-1.9
20. C=CCn1c(SCc2csc(-c3ccc(Cl)cc3)n2)nnc1-c1ccccc1OC
→ 3.1	-14.5	6.0	5.2	-14.3	15.7	0.4	-18.4	-2.9

# Further structures follow:
# Every second line gives: NPY-Y1 antag	NCF1 inh	BaF3 parental	S1P4 antagonist	NPY-Y2 PAM-ag	CHOP inhibitor	S1P4 agonist	NPY1 pot ag	Ba/F3 V617F tox
21. Cc1onc(-c2ccccc2)c1C(=O)NCc1cccnc1
→ 1.7	-16.8	0.7	3.4	4.7	2.7	-1.0	10.2	-3.4
22. O=[N+]([O-])c1cc(S(=O)(=O)N2CCCCC2)ccc1NCCN1CCOCC1
→ 3.0	1.8	2.6	-17.1	2.0	-17.0	2.5	-5.4	5.5
23. CCOC(=O)CSC1=C(C#N)C(c2ccc(C)cc2)C2=C(CCCC2=O)N1 (stereo not given)
→ -8.1	-21.1	4.2	6.8	0.9	10.5	0.5	0.5	-1.2
24. O=C(c1ccccc1)N1CCN(c2ccc([N+](=O)[O-])c(NCC3CCCO3)c2)CC1 (stereo not given)
→ 3.4	-4.1	5.2	-8.1	-5.9	24.9	0.8	-14.6	0.8
25. COC(=O)c1scc(C)c1-n1ccc(C(=O)C(=O)N(C)C)c1
→ -2.6	-4.2	1.4	-0.9	1.7	8.5	-0.8	7.7	-3.0
26. COC(=O)c1sc(N)c(C(=O)OC)c1COC(=O)C1CC(=O)N(Cc2ccco2)C1 (stereo not given)
→ 3.1	-18.4	2.4	1.3	7.8	-3.3	0.2	-8.0	-5.1
27. CC(C)NC(=O)CSc1nnc(-c2ccco2)n1N
→ 2.2	-9.1	5.1	-15.6	3.7	-14.0	2.2	-6.8	2.7
28. CCN1CCCC1CNc1ncnc2c1[nH]c1ccc(Cl)cc12 (stereo not given)
→ -7.0	5.7	2.2	-30.5	9.2	-3.5	-1.8	3.0	4.4
29. COc1cccc(NC(=O)CSc2ncnc3c2oc2ccccc23)c1
→ 17.4	6.3	3.8	-6.9	-22.8	2.4	1.3	-32.6	-2.6
30. CCCc1noc2c1/C(=N\O)CCC2
→ -0.2	-10.1	-0.1	3.6	-0.6	15.2	-4.9	-5.3	-1.6
31. O=C(CNS(=O)(=O)c1ccc(Cl)cc1)NNC(=O)c1cccnc1
→ -0.1	-1.4	4.4	-4.1	-2.2	3.0	1.1	-21.9	3.2
32. CCC(=O)Nc1cc(C(=O)OCc2ccc(C(=O)Oc3ccccc3)cc2)ccc1C
→ -7.2	-0.8	1.3	-19.4	5.3	-18.6	1.4	-14.2	3.3
33. O=C(COc1ccc(Cl)cc1)NCc1nnc(SCC(=O)c2ccccc2)o1
→ 2.6	-18.2	2.7	4.5	-16.1	26.5	0.1	-19.0	-1.2
34. O=C(Nc1ccc(NC(=O)C23CC4CC(CC(C4)C2)C3)cn1)c1ccco1
→ -1.1	-1.9	3.0	-9.5	-4.5	-29.5	1.0	7.3	-2.1
35. Cc1ccc(C(=O)N2CCC(Cc3ccccc3)CC2)cc1[N+](=O)[O-]
→ 0.3	-6.2	0.9	-8.0	0.0	28.4	0.1	4.3	-3.7
36. CC(=O)NC(CCS(C)(=O)=O)C(=O)Nc1nc(C)cs1 (stereo not given)
→ -3.1	-18.0	7.5	2.5	-0.4	3.3	-0.1	14.2	1.2
37. CCN(CC)S(=O)(=O)c1cccc(C(=O)Nc2nnc(C)s2)c1
→ -0.1	2.3	5.3	-12.7	-11.5	-2.2	-0.7	-0.9	3.9
38. CCN1CCN(CCNC(=O)c2ccc(CS(=O)(=O)c3ccccc3C)o2)CC1
→ 4.0	6.4	1.9	-13.5	4.6	9.2	0.6	1.3	0.3
39. COc1ccc(/C=N/N2CCN(c3ccncc3S(=O)(=O)N3CCCCC3)CC2)cc1
→ 3.2	-4.8	3.6	-1.9	-11.7	-19.4	1.4	5.6	-0.7
40. CC(C)(C)NC(=O)c1ccc2nccnc2c1
→ -2.7	-1.8	3.6	7.5	5.2	22.0	0.0	-1.8	0.1

# Part of the list above with just NPY1 pot ag and S1P4 antagonist.
no. | SMILES | NPY1 pot ag | S1P4 antagonist
12 | COc1ccc(S(=O)(=O)Nc2ccccc2SC)cc1C | -12.4 | -13.5
21 | Cc1onc(-c2ccccc2)c1C(=O)NCc1cccnc1 | 10.2 | 3.4
35 | Cc1ccc(C(=O)N2CCC(Cc3ccccc3)CC2)cc1[N+](=O)[O-] | 4.3 | -8.0

# (more compounds)
# Every second line gives: NPY-Y1 antag	NCF1 inh	BaF3 parental	S1P4 antagonist	NPY-Y2 PAM-ag	CHOP inhibitor	S1P4 agonist	NPY1 pot ag	Ba/F3 V617F tox
41. O=C1NCCCC1C(=O)Nc1ccccn1 (stereo not given)
→ -2.0	-6.2	4.8	-4.9	8.3	48.1	-1.4	-14.6	-0.3
42. Cc1cccc(/C=C2\Oc3cc(OS(C)(=O)=O)ccc3C2=O)c1
→ -2.6	-3.6	9.1	-14.2	9.5	12.7	2.4	-20.5	0.1
43. COc1ccccc1OCc1ccc(C(=O)NCC(C)C)o1
→ 1.3	-14.0	10.4	-12.4	-0.3	12.1	6.9	-1.4	1.8
44. O=C(O)c1ccc(CNC(=O)c2ccc(C(F)(F)F)cc2)cc1
→ 5.0	10.4	0.8	-0.6	12.5	-10.5	0.9	-12.9	-0.9
45. Cc1cc(NC(=O)CSc2nnc3c4c(C)c(C)sc4ncn23)no1
→ 3.7	-17.4	-2.6	3.3	15.0	11.7	-2.0	22.9	-2.6
46. COC(=O)c1cc(C(=O)N(Cc2ccccc2)c2ccccn2)cc([N+](=O)[O-])c1
→ 4.2	-7.9	3.9	-16.8	-3.8	32.1	1.9	-9.7	0.1
47. Cc1cccc(CCNC(=O)C2CCN(S(=O)(=O)c3ccccc3)CC2)c1
→ 1.5	0.3	5.3	-47.9	-3.9	0.8	-0.1	6.9	-5.1
48. COc1ccccc1/C=C/CN1CCC(CO)(Cc2ccccc2)CC1
→ 19.4	-5.0	2.3	-6.2	-26.7	11.6	0.4	-16.9	0.7
49. CC(=O)Nc1ccc(S(=O)(=O)Oc2ccc(N3C(=O)C4CCCCC4C3=O)cc2)cc1 (stereo not given)
→ -7.3	4.2	4.0	-1.6	24.0	-3.8	-0.8	-15.0	-1.0
50. CCOc1ccc(CNCc2ccccc2Cl)cc1
→ 1.2	0.7	1.5	-1.0	-5.6	-10.9	0.7	-17.2	-3.2
51. CCCNc1cc(C)c(C#N)c2nc3ccccc3n12
→ -2.8	-18.5	3.4	-3.7	-3.1	17.1	1.4	5.8	2.0
52. Cc1ccc(C)c2[nH]c(=O)c(CN(Cc3cccs3)C(=S)NCc3ccco3)cc12
→ 2.1	-51.1	7.5	-29.1	3.7	66.0	2.0	-6.0	1.3
53. CC1CCN(CCNC(=O)CN(C)S(=O)(=O)c2cccc3nsnc23)CC1
→ -1.2	-9.6	1.7	-17.0	-5.3	28.3	0.5	7.0	-0.2
54. CC(C)(C)NC(=O)C1CCCN(S(=O)(=O)c2cccc3cccnc23)C1 (stereo not given)
→ 1.5	-9.8	0.6	-11.9	0.8	9.7	-0.5	4.5	-4.5
55. COc1ccc(NC(=O)c2ccc(Cc3ccc(C)cc3)o2)cc1
→ -1.7	-5.3	-1.3	-13.1	-8.2	22.3	4.5	-5.8	-3.0
56. N#CCCN(C1CCCCC1)S(=O)(=O)c1cccc2nsnc12
→ -0.2	-8.4	-1.4	-2.2	17.9	-1.3	1.3	-14.2	-0.4
57. Cc1ccc(-c2nn(-c3cccc(F)c3)cc2CNCc2cccnc2)o1
→ 4.0	-37.9	7.8	-13.2	-24.5	-2.3	0.1	-23.9	0.8
58. CC(c1nc2ccccc2c(=O)[nH]1)N(C)c1ccc2ccccc2c1 (stereo not given)
→ 4.8	-0.9	-0.4	-8.7	4.1	51.5	0.3	4.0	-2.7
59. CCc1ccc(Nc2cc(=O)n(C3CCCCC3)c(=O)[nH]2)cc1
→ -1.7	-10.9	2.2	-12.4	-10.6	105.5*	-2.8	-13.6	-1.7
60. Cc1c(Nc2nc3ccccc3nc2NS(=O)(=O)c2cccs2)c(=O)n(-c2ccccc2)n1C
→ 0.0	-5.4	2.9	-13.7	13.8	10.0	0.0	-14.5	0.6
61. NS(=O)(=O)c1ccc(CNC(=S)NC2CCCCC2)cc1
→ .	-10.3	-2.3	0.6	-2.6	0.4	-0.8	10.3	-4.1
